PKA-R1A activ – PKA-R1A complex activation; activation, % at 11.4 µM; 0.083% of 340,000 active; PKA-R1A dissociation, Cy5-IP20 fluorescence polarization; scaled: DMSO 0%, 113 µM cGMP 100%; P00514+P68181; AID 504707;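 active means percent activation above the mean of all tested compounds plus 3 SD, cut at about 19% in these data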;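 further: higher means more PKAc released from R1A so a rise in polarization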
AddAB inh – less growth of phage-infected E. coli with AddAB; inhibition, % at 11.9 µM; AID 435030; E. coli expressing H. pylori AddAB, absorbance growth; 0.29% of 330,000 active; in the data active means inhibition above about 12%;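 further: 0% = vehicle wells of infected cells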
E coli growth – bacterial growth inhibition, counter-screen for AddAB inhibitors. E. coli V3065 growth, OD600 absorbance, 18 h. 0.27% of 330,000 active. inhibition, % at 11.9 µM;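 active means inhibition above the campaign's mean inhibition across all tested compounds plus 3 SD, cut at about 9.9% in these data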;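 further: uninfected addAB+ strain grown without phage in ampicillin broth; 0% = DMSO wells and 100% = ciprofloxacin 0.95 µg/ml wells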
HTR5A ag ctr – HTR5A agonism, opioid heterodimer counter-screen; P47898; HTR5A agonist assay, luminescence, cell-based; activation, % at 9.3 µM; 0.61% of 340,000 active; AID 504692; in the data active means activation mostly above about 9.5%, no sharp cut-off; inactive means mostly below about 7.6%;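 further: 0% = cells with vehicle only and 100% = reference agonist; strong numbers were not always called active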
Target sequence (P47898 whole entry, looked up): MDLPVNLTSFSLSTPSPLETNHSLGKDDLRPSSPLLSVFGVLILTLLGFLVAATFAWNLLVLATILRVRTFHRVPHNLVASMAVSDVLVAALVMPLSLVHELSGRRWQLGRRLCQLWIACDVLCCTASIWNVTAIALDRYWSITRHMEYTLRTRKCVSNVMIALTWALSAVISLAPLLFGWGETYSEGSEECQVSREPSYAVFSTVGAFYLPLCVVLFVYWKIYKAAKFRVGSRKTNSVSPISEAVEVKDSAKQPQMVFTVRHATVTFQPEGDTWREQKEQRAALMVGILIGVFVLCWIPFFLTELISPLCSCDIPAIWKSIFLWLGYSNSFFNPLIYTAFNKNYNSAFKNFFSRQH
phage Ecoli inh – E. coli growth loss with phage present; growth absorbance; inhibition, % at 11.9 µM; 0.26% of 360,000 active; in the data active means inhibition above about 11%
Tat export inh – inhibitors of E. coli Tat protein transport. AID 488895. 0.036% of 340,000 active. inhibition, % at 10 µM. E. coli MC4100 TorA-mCherry Tat export, fluorescence;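 active means mean replicate inhibition at least 50% and at least half of replicates individually reaching 50%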;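 further: exported cargo escapes ClpAP degradation while cytoplasmic cargo is degraded and loses fluorescence; 0% = median of neutral control wells and 100% = median of NaSCN control wells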
DAGLB inhibitor – diacylglycerol lipase beta (human) inhibition. HEK293T DAGLB membrane lysate, EnzChek fluorogenic substrate. inhibition, % at 5.17 µM. 0.059% of 340,000 active. AID 504411; in the data active means inhibition above about 34%;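 further: 0% = enzyme with vehicle and 100% = wells lacking enzyme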
Target sequence (Q8NCG7 whole entry, looked up): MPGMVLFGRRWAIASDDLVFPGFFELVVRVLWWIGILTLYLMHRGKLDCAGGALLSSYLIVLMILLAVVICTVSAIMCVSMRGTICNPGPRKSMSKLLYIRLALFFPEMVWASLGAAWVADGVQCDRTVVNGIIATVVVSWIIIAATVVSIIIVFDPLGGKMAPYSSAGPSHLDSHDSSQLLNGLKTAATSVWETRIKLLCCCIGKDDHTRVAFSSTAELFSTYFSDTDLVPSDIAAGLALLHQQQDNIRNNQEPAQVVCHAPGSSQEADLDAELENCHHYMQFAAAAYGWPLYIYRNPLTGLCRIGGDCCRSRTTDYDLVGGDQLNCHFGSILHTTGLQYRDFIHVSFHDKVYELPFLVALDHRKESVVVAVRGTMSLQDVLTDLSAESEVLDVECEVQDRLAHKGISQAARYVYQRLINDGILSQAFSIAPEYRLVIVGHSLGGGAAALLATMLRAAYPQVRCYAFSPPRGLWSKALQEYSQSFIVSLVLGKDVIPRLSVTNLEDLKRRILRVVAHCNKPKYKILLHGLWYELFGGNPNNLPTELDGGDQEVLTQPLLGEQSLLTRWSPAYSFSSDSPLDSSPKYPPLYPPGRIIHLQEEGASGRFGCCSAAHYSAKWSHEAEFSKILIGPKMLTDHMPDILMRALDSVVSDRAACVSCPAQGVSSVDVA
SUMO Mot1 rescue – SUMOylation pathway inhibition by Mot1-301 growth rescue. S. cerevisiae Mot1-301 growth rescue, ATP luminescence, 38.5C; percent above DMSO median, 100 means doubled. growth rescue, % at 18.8 µM. 1% of 320,000 active. AID 2716;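 active means every valid replicate shows activation above 250% relative to neutral control wells; inactive means the rest, any valid replicate at or below 250%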;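 further: OY570 slx delta 5 strain wells were the positive control but not used for scaling; some compounds called inactive have numbers as strong as hits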
CDK5 inh – inhibitors of human CDK5/p35 kinase | AID 488839 | Q00535+Q15078 | inhibition, % at 10 µM | 0.01% of 330,000 active | Recombinant CDK5/p35, ADP-Glo luminescence, 60 min;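 active means highest replicate inhibition of at least 50% and at least 75% of replicates reaching 50%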;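 further: plate controls were DMSO neutral control for no effect and GW8510 at 10 µM for full effect; many of its hits are not listed in these tables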
PKA-R2B act – activators of human PKA-R2B complex; P22694+P31323; PKA-R2B holoenzyme dissociation, Cy5-IP20 fluorescence polarization; R2B truncated from residue 108, S112A mutant; 0% DMSO only, 100% 113 µM cGMP; activation, % at 11.4 µM; 0.079% of 340,000 active; AID 504700;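 active means activation above a cutoff set at the mean over all compounds plus 3 SD, cut at about 18% in these data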;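 further: higher means more holoenzyme dissociation and a rise in polarization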
HTR5A inv ag – inverse agonist of human HTR5A in OPRM1-OPRD1 counter-screen | P47898 | HTR5A cell line, luminescence, inverse agonism | inhibition, % at 9.3 µM | 0.083% of 340,000 active; in the data active means inhibition mostly above about 23%, no sharp cut-off; inactive means mostly below about 18%;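 further: 0% = cells with DMSO and 100% = no-cell wells with DMSO; some compounds called inactive have numbers as strong as hits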
The depositor's hits bear a star; nt = not tested or not shown.

SMILES	PKA-R1A activ	AddAB inh	E coli growth	HTR5A ag ctr	phage Ecoli inh	Tat export inh	DAGLB inhibitor	SUMO Mot1 rescue	CDK5 inh	PKA-R2B act	HTR5A inv ag
COc1ccc(OCCn2c(NC(=O)c3ccco3)nc3ccccc32)cc1	0	-1.4	-2.5	-4	2.2	0	2	-6	1.1	-4	6
O=C(COc1ccc(Cl)cc1)NCCS(=O)(=O)N1CCN(c2ccccc2F)CC1	8	1.2	-0.9	1	0.5	0	-1	7	1.0	6	-1
CCOc1ccc(NC(=O)C2CCCN(S(=O)(=O)c3ccc4c(c3)CCCN4C(C)=O)C2)cc1 (stereo unspecified)	3	2.5	-1.3	0	-2.0	3	-2	-6	nt	-6	5
CCOc1cc(NC(=S)NCCCN2CCOCC2)c(OCC)cc1NC(=O)c1ccccc1	5	4.8	-0.7	2	3.6	0	1	172	2.8	6	-6
CCN(Cc1ccccc1)S(=O)(=O)c1c(N)n(C)c(=O)n(C)c1=O	-7	0.2	2.8	3	-1.5	-1	1	1	-4.2	4	-8
CCN(Cc1ccccc1)C(=O)c1nn(-c2ccc(OC)cc2)c(=O)c2c1c1ccccc1n2C	5	3.1	0.8	1	3.9	12	-11	-9	-0.9	-19	-2
CN(C)c1cc(Nc2cccc(O)c2)c([N+](=O)[O-])c2nonc12	-5	-0.1	-0.9	1	-1.4	-5	1	12	-0.1	-6	21
N#Cc1nc(Cc2cccc3ccccc23)oc1NCCN1CCCCC1	-7	0.3	-1.5	6	0.2	-5	2	-5	-7.0	-10	-19
Cc1ccccc1C(=O)Nc1nnc(-c2ccc(C(C)(C)C)cc2)s1	8	3.7	-1.0	1	0.5	4	-6	8	0.2	-8	-5
COC(=O)C1CN(S(=O)(=O)c2cc(OC)ccc2OC)CCS1 (stereo unspecified)	3	1.3	-4.0	1	-0.8	-6	0	-12	-1.3	2	9
Cc1nc2ccccc2n1/N=C/c1ccc([N+](=O)[O-])s1	5	5.9	4.2	0	3.5	-6	3	-1	-0.2	-2	-6
O=C(COC(=O)c1cccs1)NCc1ccco1	-6	2.2	0.8	-5	0.3	-1	0	-12	-0.1	1	12
CCN(CC(=O)NCc1ccc(Cl)cc1)C(=O)CSc1cccc(C(F)(F)F)c1	-5	-1.7	-0.1	-4	4.5	10	-5	-3	0.7	-5	11
COc1ccc(-c2[nH]ncc2/C=N\NC(=O)c2cccs2)cc1OC	0	nt	nt	5	2.6	8	2	15	0.8	-20	-10
CCOC(=O)N1CCC(=C2c3ccc(Cl)cc3CCc3cccnc32)CC1	-4	-0.6	1.2	-3	3.5	nt	1	49	-0.3	-10	11
O=C(NCc1ccccc1)/C(=C/c1ccc([N+](=O)[O-])cc1)NC(=O)c1ccco1	1	3.6	0.9	-2	1.0	-4	-2	53	-2.2	-3	6
CC(NC(=O)c1ccccc1N)c1ccccc1 (stereo unspecified)	4	4.4	1.2	-1	3.2	-4	-1	1	-2.4	-6	2
CCOC(=O)c1nnn(-c2nonc2-n2cccc2)c1C	-19	1.2	-1.8	4	2.5	1	-3	3	-1.0	5	-11
CC(=O)Oc1ccc(N2C(=O)C3C4C=CC(C5CC45)C3C2=O)cc1[N+](=O)[O-] (stereo unspecified)	-5	5.3	5.0	-8	1.4	1	-3	89	2.2	-1	22
COc1cccc(C2CC(=O)Nc3cc(OC)c(OC)c(OC)c32)c1OC (stereo unspecified)	4	3.5	0.0	7	2.0	2	0	4	0.5	4	-17
CC1CC(c2ccccc2)n2nc(NC(=O)c3cccs3)nc2N1 (stereo unspecified)	-2	3.2	0.6	-2	2.7	-4	1	3	2.1	-8	-8
CCN(CC(=O)Nc1ccc2c(c1)OCCO2)C(=O)c1cccc(S(=O)(=O)N2CCOCC2)c1	8	3.1	0.2	2	1.2	-6	3	-7	-2.1	3	-13
O=C(CSc1nccc2ccccc12)N1CCN(c2ccccn2)CC1	0	-2.6	-2.8	9	1.6	4	-4	-19	1.8	-2	-22
COc1ccc(NC(=O)N(C)C[C@H]2Oc3c(NC(=O)NC(C)C)cccc3C(=O)N([C@H](C)CO)C[C@@H]2C)cc1	-2	1.1	0.6	4	2.1	-2	-2	4	1.2	1	-22
CCCCOC(=O)Nc1nnc(-c2ccccc2OC)s1	3	-0.6	1.1	5	1.6	-1	0	-8	-0.3	5	-14

New compounds follow:
SMILES	PKA-R1A activ	AddAB inh	E coli growth	HTR5A ag ctr	phage Ecoli inh	Tat export inh	DAGLB inhibitor	SUMO Mot1 rescue	CDK5 inh	PKA-R2B act	HTR5A inv ag
Cc1ccc(Cl)cc1NC(=O)CCC(=O)O	0	1.8	0.3	-8	2.7	-7	-2	-3	-0.5	6	-20
CCC(CC)c1nc(C#N)c(NC(C)c2ccccc2)o1 (stereo unspecified)	-4	4.3	-1.0	0	0.8	12	0	-9	-6.8	-12	0
Cc1cccc(-n2ncc3c2CCCC3NC(=O)c2ccc[n+]([O-])c2)c1C (stereo unspecified)	1	2.4	-0.8	3	5.0	1	-2	3	nt	-5	-9
COc1ccc2nc(NC(=O)C3CCCO3)sc2c1 (stereo unspecified)	-16	2.8	1.9	1	4.6	-8	0	-1	0.5	0	-25
O=C(CN1C(=O)COc2ccccc21)NCCN1CCCC1	-2	1.7	-0.5	-2	2.2	-2	1	5	1.2	-10	12
COc1ccc(C2CC(c3ccc(Br)cc3)=NN2C(=O)CN2CCCC2)cc1 (stereo unspecified)	-9	1.3	-0.5	3	-1.6	-14	6	7	-0.6	0	5
c1ccc(Cc2nnc3sc(-c4ccco4)nn23)cc1	-1	2.9	0.7	-1	3.3	2	3	-17	2.0	-2	2
O=C(N/N=C/c1ccc(OC(=O)c2ccccc2)cc1)c1ccc(CN2CCOCC2)cc1	3	-1.1	0.7	-2	0.8	-8	0	-10	0.0	-5	3
O=C(CN1CCC(C(O)(c2ccccc2)c2ccccc2)CC1)Nc1ccccc1	12	1.4	-1.2	1	0.8	-7	1	-1	2.2	7	17
Cc1cccc(C)c1-n1c(C)nn(CCOc2ccccc2)c1=O	0	2.5	-2.3	1	0.8	-3	0	nt	1.6	-7	-2
COc1ccc2oc(C(=O)OCC(=O)NC(=O)c3ccccc3)c(C)c2c1	-5	1.2	0.2	1	1.4	2	1	13	-1.4	-2	-12
O=C(NC1CCc2ccccc21)c1cc(COc2c(F)cccc2F)on1 (stereo unspecified)	1	1.5	1.6	2	4.3	9	-4	18	1.0	-6	-6
CC12CCC(=O)N1C(C(=O)NCCc1ccccc1)CS2 (stereo unspecified)	0	nt	nt	3	2.6	-3	0	-1	-1.1	0	-13
CC(=O)Nc1ccc(S(=O)(=O)NCCC(=O)OCC(=O)NNC(=O)c2ccccc2)cc1	-4	-1.0	-2.2	-1	0.1	1	2	-13	-0.3	-8	2
COc1cccc2c1CCC1=CC(=O)CCC12C (stereo unspecified)	-2	nt	nt	1	0.1	-11	-1	nt	0.9	-11	-2
Cc1ccc2c(NC(=O)c3ccc(Br)o3)cccc2n1	-11	6.0	2.4	-4	2.4	-4	1	17	1.8	2	10
CCCc1ccc2oc(C(=O)N3CCC(C(N)=O)(N4CCCCC4)CC3)c(C)c2c1	-7	0.6	-1.8	0	2.5	7	1	-2	0.7	-1	7
Cc1c(NS(=O)(=O)c2cc(C(=O)NCc3cccnc3)ccc2Cl)c(=O)n(-c2ccccc2)n1C	-8	-1.6	-1.4	1	3.6	-1	0	-1	-0.1	-7	-4
O=C(NCc1ccco1)c1cc2cc(Br)ccc2o1	-3	-0.2	0.3	-5	1.2	-8	0	25	1.7	-10	14
CC(C(=O)N1CCOCC1)(c1ccccc1)c1ccccc1	-11	1.9	5.7	2	nt	-7	-1	-8	-0.7	1	13
CC(C)CN(C(=O)COC(=O)c1ccccn1)c1c(N)n(Cc2ccccc2)c(=O)[nH]c1=O	6	1.4	0.5	3	2.0	4	5	-4	0.8	-9	-12
COc1ccc(/C=N/N2CCN(c3ccccc3OC)CC2)cc1Br	-4	1.7	1.8	-8	1.8	2	-2	12	0.7	3	-17
Fc1ccc(C2=NNC(=NCc3ccccc3)SC2)cc1F	2	nt	nt	-4	2.9	2	-5	nt	-0.7	-3	10
CCOC(=O)N1CCN(CC(=O)Nc2cc(OCC)ccc2OCC)CC1	-6	4.1	-3.2	-1	-2.9	15	-1	137	-5.3	-14	-12
Cc1nc(-c2ccccc2)cn(O)c1=O	-2	nt	nt	4	6.3	-9	-2	nt	2.2	-6	-10

Taken from above.
Fc1ccc(C2=NNC(=NCc3ccccc3)SC2)cc1F @ HTR5A inv ag = 10
Cc1cccc(-n2ncc3c2CCCC3NC(=O)c2ccc[n+]([O-])c2)c1C (stereo unspecified) @ E coli growth = -0.8

Following part.
SMILES	PKA-R1A activ	AddAB inh	E coli growth	HTR5A ag ctr	phage Ecoli inh	Tat export inh	DAGLB inhibitor	SUMO Mot1 rescue	CDK5 inh	PKA-R2B act	HTR5A inv ag
Cc1ccc(-n2c3c(c(=O)[nH]c2=O)C(C(F)(F)F)(C(F)(F)F)NC(=O)N3)cc1	-3	-0.5	2.1	3	nt	-5	2	-2	2.0	3	-7
CC(C)(C)OC(=O)N1CCC[C@H]1C(=O)N/N=C/c1cccc2cccnc12	-3	-0.7	-0.2	-3	0.4	-1	0	-10	-1.1	6	16
O=C(COC(=O)c1cncc(Br)c1)Nc1ccc2c(c1)OCO2	-1	1.8	-0.3	0	2.1	-6	1	-3	1.2	-9	0
CC(=O)Nc1ccc(NC(=O)C(C)OC(=O)c2cccc(S(=O)(=O)N3CCCCCC3)c2)cc1 (stereo unspecified)	-10	-2.6	1.6	3	3.8	2	0	-15	-1.0	-6	-7
O=C(NC(NC(=S)N1CCOCC1)C(Cl)(Cl)Cl)c1ccc(Cl)cc1 (stereo unspecified)	-13	0.3	0.1	3	2.8	-4	-4	15	0.9	-16	20
O=[N+]([O-])c1ccccc1N/N=C\c1ccccc1Cl	4	1.6	0.3	4	0.1	2	2	nt	0.3	-3	-10
O=C(NC1CCCCC1)C(c1ccccn1)N(C(=O)c1csnn1)C1CCCCC1 (stereo unspecified)	-2	1.7	2.2	0	1.8	-3	0	-6	-1.0	0	-1
C=CC[C@@H](CC(=O)NCCO)C(=O)N[C@@H](COC(=O)[C@@H](CC=C)CC(=O)OC(C)(C)C)Cc1ccccc1	-6	0.9	0.2	2	2.2	-20	0	-25	2.2	-7	11
COc1ccc(C2=CC(=O)C[C@H](c3ccc(F)cc3)C2)c(OC)c1	-8	-1.0	-0.6	0	2.1	14	-9	-7	-0.2	-11	-9
O=C(NCc1ccccc1Cl)NCc1ccccc1Cl	-10	-0.1	3.8	-1	0.9	-2	-2	5	0.0	-12	-9
COc1ccc(N2C(=O)N3[C@H](c4ccc(Cl)cc4)[C@@H]4C(=O)N(C5CCCCC5)C(=O)[C@@H]4[C@]3(Cc3ccc(Cl)cc3)C2=O)cc1	0	2.8	-1.4	1	-1.5	6	0	11	-1.2	-4	-2
CC(=O)c1ccc(-c2ccc(C(=O)N(C)Cc3nc4ccccc4c(=O)[nH]3)o2)cc1	-8	-1.2	-1.9	-2	2.5	3	0	-4	0.8	-9	4
CCOC(=O)NC(=O)/C(C=Nc1ccc(Cl)c(Cl)c1Cl)=C(\C)O	-5	-0.5	0.3	-4	1.2	-13	-5	9	-0.5	-10	9

Source: PubChem BioAssay (several laboratories)
